BaF3 parental – reduces parental Ba/F3 cell viability, JAK2V617F counter-screen; inhibition, % at 5.6 µM; CellTiter-Glo ATP luminescence; 220,000 compounds, 1.1% hits;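 active means inhibition above a per-campaign cutoff, the mean inhibition of all tested compounds plus 3 SD, cut at about 27% in these data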;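 further: 0% = DMSO wells and 100% = JAK Inhibitor I control wells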
Runt-CBFb FRET – blocks binding of human RUNX1 Runt domain to CBFb. AID 1496. inhibition, % at 20 µM. Cerulean-Runt/Venus-CBFb FRET ratio 530/480, 1 h. 220,000 compounds, 0.46% hits. Q01196+Q13951;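 active means inhibition over about 50% at 20 µM in the single-dose screen, limit read from the data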;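 further: 0% = DMSO wells and 100% = excess unlabeled CBFb competitor control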
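Assay system: Cerulean-Runt domain fusion protein, energy donor; Signal: fluorescence energy transfer, 422 nm excitation, 530/480 nm emission; Timing: 1 h compound exposure, room temperature; Control set: unlabeled CBFb; Medium: Tris buffer pH 7.5 with salts and BSA; Compound: single test concentration of 20 µM, 1% DMSO final; Probe or stimulus: Venus-CBFb 100 nM.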
NPY-Y1 PAM-ag – human NPY-Y1 potentiation or agonism, primary screen. NPY-Y1 expressing cells, potentiator/agonist activation. activation, % at 3.6 µM. 220,000 compounds, 0.37% hits; in the data active means activation above about 33%, passing the limit was not always enough;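 further: cells stimulated with NPY at EC10 then isoproterenol at EC100; 0% = low agonist plus stimulus and 100% = saturating agonist plus stimulus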
Target sequence (P25929 whole entry, looked up): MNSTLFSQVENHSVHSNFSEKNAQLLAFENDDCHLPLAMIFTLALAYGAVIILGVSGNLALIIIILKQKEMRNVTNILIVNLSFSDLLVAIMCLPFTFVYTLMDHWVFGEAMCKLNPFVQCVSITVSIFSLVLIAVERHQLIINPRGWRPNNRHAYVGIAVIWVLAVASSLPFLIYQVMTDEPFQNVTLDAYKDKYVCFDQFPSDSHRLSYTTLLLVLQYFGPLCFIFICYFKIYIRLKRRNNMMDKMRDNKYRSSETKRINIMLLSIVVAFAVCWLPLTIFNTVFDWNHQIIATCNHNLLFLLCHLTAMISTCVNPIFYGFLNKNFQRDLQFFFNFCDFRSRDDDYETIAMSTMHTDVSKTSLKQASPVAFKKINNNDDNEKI
S1P4 antagonist – blocks the human S1P4 receptor | S1P4-expressing cells, antagonist mode, reporter read-out | 220,000 compounds, 0.26% hits | inhibition, % at 4.98 µM | AID 1510 | O95977; in the data active means inhibition above about 29%;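 further: 0% = wells stimulated with agonist and 100% = vehicle wells without agonist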
S1P4 ag – human S1P4 receptor agonism; activation, % at 4.98 µM; S1P4-expressing cell line, agonist reporter assay; 220,000 compounds, 0.35% hits; in the data active means activation above about 11%;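 further: 0% = DMSO vehicle and 100% = reference agonist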
NPY-Y1 antag – NPY-Y1 (human) receptor antagonism. P25929. HEK293-CNG Y1 cells, membrane potential fluorescence; NPY at EC95, then isoproterenol. inhibition, % at 3.6 µM. 200,000 compounds, 1% hits. AID 1040;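 active means inhibition above the campaign mean inhibition of all tested compounds plus 3 SD, cut at about 20% in these data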;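 further: 0% = DMSO wells given NPY plus isoproterenol and 100% = isoproterenol alone without NPY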
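Material: HEK293 Y1/CNG channel cell line | Also added: NPY (25 nM), isoproterenol (1 µM), Ro 20-1724 (25 µM) | Compound: One concentration, 3.6 µM, in 0.4% DMSO | Schedule: 3 h dye uptake, 1 h room-temperature compound, 45 min post-isoproterenol | Signal: Membrane-potential fluorescent dye readout | Read-out: % inhibition of NPY effect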
RBBP9 inhibitor – inhibitors of human serine hydrolase RBBP9; AID 1515; 220,000 compounds, 0.2% hits; inhibition, % at 7.94 µM; recombinant RBBP9, FP-Rh probe fluorescence polarization;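 active means inhibition above the campaign mean of all tested compounds plus 3 SD, cut at about 14% in these data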;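 further: plate controls were DMSO wells with RBBP9 for no effect and wells lacking RBBP9 protein for full effect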
Target sequence (O75884 whole entry, looked up): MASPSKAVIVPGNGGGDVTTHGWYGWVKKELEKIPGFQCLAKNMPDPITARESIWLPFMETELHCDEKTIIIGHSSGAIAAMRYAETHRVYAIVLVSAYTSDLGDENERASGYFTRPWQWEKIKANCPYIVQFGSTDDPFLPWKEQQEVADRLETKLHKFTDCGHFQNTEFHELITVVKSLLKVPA
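Assay system: recombinant human RBBP9; Reagent: Serine-hydrolase probe FP-Rh, 375 nM pre-mixing; Doses: 7.94 µM single dose, 0.794% DMSO; Incubation: 30 min then 45 min, 25 °C; Detection: fluorescence polarization (mP), excitation 525 nm, emission 598 nm; Evaluation: percent inhibition from mP, scaled between DMSO and no-protein wells.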
Ba/F3 V617F tox – reduce viability of Ba/F3 cells dependent on JAK2V617F; inhibition, % at 5.6 µM; 220,000 compounds, 1.1% hits; AID 1446; Ba/F3 EpoR-JAK2V617F viability, ATP luminescence;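 active means inhibition above the campaign mean plus 3 SD over all tested compounds, cut at about 24% in these data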;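 further: cytokine-independent growth of Ba/F3 cells driven by EpoR plus mutant JAK2; 0% = DMSO-treated cells and 100% = JAK inhibitor I control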
NPY-Y2 PAM-ag – potentiates or activates human NPY-Y2 receptor | P49146 | cells expressing NPY-Y2, potentiator/agonist read-out | activation, % at 3.6 µM | 220,000 compounds, 0.45% hits | AID 1359; in the data active means activation above about 27%;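 further: cells stimulated with NPY near EC25 plus isoproterenol at EC100; 0% = vehicle plus submaximal agonist and 100% = vehicle plus saturating agonist; some results beyond the cut were filed as inactive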
Target sequence (P49146 whole entry, looked up): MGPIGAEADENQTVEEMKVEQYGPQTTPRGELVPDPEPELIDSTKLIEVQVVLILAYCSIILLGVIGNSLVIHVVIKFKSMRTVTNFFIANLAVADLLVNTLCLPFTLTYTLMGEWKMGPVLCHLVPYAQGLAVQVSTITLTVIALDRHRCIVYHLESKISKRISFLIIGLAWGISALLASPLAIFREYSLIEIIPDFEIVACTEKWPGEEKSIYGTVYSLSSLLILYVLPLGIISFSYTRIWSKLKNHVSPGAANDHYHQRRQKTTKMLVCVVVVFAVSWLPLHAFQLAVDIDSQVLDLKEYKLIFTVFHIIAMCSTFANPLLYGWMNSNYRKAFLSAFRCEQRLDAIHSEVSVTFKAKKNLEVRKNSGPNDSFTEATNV
Active calls of the source: *; / = not tested or not shown. Outcome played no part in choosing rows; overall some 3.6% were active at least once.

SMILES | BaF3 parental | Runt-CBFb FRET | NPY-Y1 PAM-ag | S1P4 antagonist | S1P4 ag | NPY-Y1 antag | RBBP9 inhibitor | Ba/F3 V617F tox | NPY-Y2 PAM-ag
Cn1c(OCc2cccnc2)nc2c1c(=O)n(Cc1ccc(F)cc1)c(=O)n2C | -1 | 2 | 3 | 6 | -1.0 | / | -7 | -4 | -4
COc1ccc(Cl)cc1NC(=O)CC(C)=O | -1 | 0 | 0 | -12 | -2.5 | 3 | -5 | -2 | -2
O=C(NCc1ccc(Cl)cc1)C(=O)NCC1OCCN1C(=O)c1ccc(Cl)cc1 (configuration not stated) | 8 | -2 | 12 | -14 | -0.6 | 3 | 4 | 2 | -6
CC1=CC(C)(C)NC(=S)N1c1cccc2ccccc12 | 1 | 0 | -19 | 2 | 1.3 | -1 | -8 | 0 | -1
CCN(c1ccc(NC(=O)COC(=O)CCc2cc(OC)c(OC)c(OC)c2)cc1)C(C)C | 80* | 0 | 5 | -7 | 1.2 | 2 | -2 | -1 | 4
NC(=O)CS(=O)(=O)c1ccc(Cl)cc1 | 2 | 1 | -5 | -10 | 25* | -1 | -12 | 2 | 3
COc1ccccc1N1CCN(C(=O)C2CCCCN2S(=O)(=O)c2ccc(C)cc2)CC1 (configuration not stated) | 3 | 1 | -3 | -8 | 0.2 | / | 1 | 0 | -11
COc1cccc(-c2cc(C(F)(F)F)n3nc(N)nc3n2)c1 | 2 | 3 | 2 | 8 | 1.6 | 6 | -7 | 1 | 2
CC1CCN(c2nc3c(c(=O)[nH]c(=O)n3C)n2CCCc2ccccc2)CC1 | 5 | -5 | 4 | -38 | -2.4 | 3 | 0 | 0 | 0
CC(C)Nc1nc2n(c(=O)n1)CCN2C(C)C | 7 | 0 | 4 | 6 | 0.6 | -2 | -2 | -1 | 6
Cc1nnc(C)n1/N=C/c1cccc([N+](=O)[O-])c1 | -2 | -1 | 10 | 4 | -0.5 | -9 | -2 | -1 | -16
COc1cc2c(cc1OC)C(C(=O)Nc1ccc3c(c1)OCCO3)C1c3ccccc3CCN1C2=O (configuration not stated) | 1 | -3 | 1 | -3 | 2.1 | 0 | -10 | -3 | -4
COc1cc(/C=C/C(=O)OCC(=O)Nc2c(C)n(C)n(-c3ccccc3)c2=O)ccc1OCC#N | 4 | 0 | 0 | -12 | 1.2 | -5 | -9 | 5 | 6
Clc1ccc(C2=CC(c3ccco3)n3ncnc3N2)cc1 (configuration not stated) | -3 | / | -19 | -4 | -0.4 | 4 | 3 | -4 | 2
Cc1noc(C)c1COC(=O)c1cc(=O)[nH]c2ccccc12 | 1 | 1 | -3 | 0 | -0.8 | -1 | -8 | -5 | 4
CN1C2C=C(N(CCc3c[nH]c4ccccc34)C(=O)c3ccc(Cl)cc3)CC1CC2 (configuration not stated) | 5 | 0 | 14 | 10 | -1.2 | 1 | -1 | -3 | -3
O=C(Oc1ccccc1C(=O)Nc1ccccc1)c1ccccc1Br | 5 | -2 | -20 | 12 | 0.2 | -3 | 1 | 0 | -5
COc1ccc(N2CCN(Cc3cc(=O)oc4cc(C)c(Cl)c(C)c34)CC2)cc1 | 1 | -1 | 4 | -8 | -2.3 | 4 | 1 | -5 | -6
CCOc1cc(/C=N/N2CCOCC2)ccc1OCc1ccc(C(=O)OC)o1 | 6 | -3 | -10 | -15 | 0.5 | 2 | 0 | 2 | 6
CC(NC(=O)NNC(N)=S)(C(F)(F)F)C(F)(F)F | 0 | 4 | 5 | -2 | 2.3 | / | -8 | 1 | -9
CC(C)CNC(=O)COC(=O)/C=C/c1ccccc1[N+](=O)[O-] | 1 | -2 | 26 | -21 | -1.8 | -2 | 0 | -3 | 10
O=C(COC(=O)CNC(=O)c1cccc(F)c1)NCCC1=CCCCC1 | 2 | -1 | -27 | -17 | -1.0 | 5 | -1 | -2 | 11
CCc1cc(=O)oc2cc(OCC(=O)O)c(Cl)cc12 | 10 | 1 | -6 | -20 | 0.1 | 3 | -2 | 9 | -20
CCOC(=O)c1ccccc1NC(=O)Cn1cnc2c(oc3ccccc32)c1=O | 5 | -1 | -18 | -14 | -0.6 | -1 | -4 | 3 | -5
CC(C)(C)C(=O)Nc1ccc(-c2nc3ccccc3c(=O)o2)cc1 | 4 | -2 | 32 | -15 | -0.6 | 1 | -3 | 1 | 8
NC(=O)c1ccsc1NC(=O)COC(=O)/C=C/c1ccc([N+](=O)[O-])cc1 | -8 | -1 | 8 | 26 | 1.7 | / | -1 | 0 | -14
O=C(Nc1ccc2c(c1)OCO2)NC1CCN(Cc2ccccc2)CC1 | 2 | -1 | 15 | -5 | 1.0 | 0 | -4 | -3 | 9
Brc1cccc(CNCc2cccs2)c1 | -2 | 1 | -1 | -4 | 0.8 | 3 | 4 | -5 | 4
CCCC(=O)N1CCN(c2ccc([N+](=O)[O-])c(NC(C)c3ccccc3)c2)CC1 (configuration not stated) | 7 | -9 | -1 | 5 | -2.3 | 10 | -1 | 1 | 8
COC(=O)c1cc(OC)c(OC)cc1NCC(=O)Nc1ccc(C)cc1 | 1 | -1 | -7 | -1 | -0.8 | 0 | -3 | 12 | -2
Cc1nn(Cc2c(Cl)cccc2Cl)c(C)c1NC(=O)c1cc(C(C)C)on1 | 2 | -1 | 19 | -7 | 2.9 | 3 | -3 | -1 | 3
CC1CC(CCC(=O)NC(=S)Nc2ccc(S(N)(=O)=O)cc2)C(=O)O1 (configuration not stated) | 0 | -1 | -3 | -11 | -2.8 | 2 | -3 | -5 | 2
COc1ccc(NS(=O)(=O)c2cc(NC(=O)c3cccc(OCc4c(C)noc4C)c3)ccc2OC)cc1 | 2 | -1 | 9 | -5 | 0.7 | -3 | -32 | -1 | 10
Cc1cccn2c(=O)c(C=Nc3ccccc3)c(NCCO)nc12 | 1 | 0 | -7 | -15 | 0.8 | 6 | -6 | 1 | -9
Cc1cccc(N2CCN(C(c3ccccc3)c3nnnn3C(C)(C)C)CC2)c1C (configuration not stated) | 1 | 2 | -2 | 3 | -3.7 | 2 | -1 | -2 | -4
O=C(CN1CCC(NC(=O)c2ccc(Br)cc2)CC1)NCc1cccs1 | -2 | 0 | 1 | 1 | -0.1 | 7 | 5 | -3 | -2

Just BaF3 parental and RBBP9 inhibitor, for some of the entries so far:
Compound	BaF3 parental	RBBP9 inhibitor
Brc1cccc(CNCc2cccs2)c1	-2	4
Cc1cccc(N2CCN(C(c3ccccc3)c3nnnn3C(C)(C)C)CC2)c1C (configuration not stated)	1	-1

Further structures:
SMILES | BaF3 parental | Runt-CBFb FRET | NPY-Y1 PAM-ag | S1P4 antagonist | S1P4 ag | NPY-Y1 antag | RBBP9 inhibitor | Ba/F3 V617F tox | NPY-Y2 PAM-ag
COc1ccc(N2C(=O)CC(Sc3n[nH]c(-c4cccc(C)c4)n3)C2=O)cc1 (configuration not stated) | -2 | 17 | 17 | -4 | -0.3 | / | 4 | -6 | 5
COc1cc2[nH]c(=O)n(CCC(=O)N3CCN(Cc4ccc5c(c4)OCO5)CC3)c(=O)c2cc1OC | 2 | -2 | 8 | -3 | 0.8 | 1 | -6 | 1 | 5
Fc1ccccc1COc1ccc(Br)cc1CNCc1ccncc1 | 4 | 0 | -14 | -12 | 0.2 | 8 | 0 | 0 | 8
O=C(Nc1sc2c(c1C(=O)O)CCC2)c1ccc(F)cc1 | 6 | 2 | -4 | -8 | 1.5 | 11 | -9 | 0 | -19
COc1ccc(N(CC(=O)NCc2ccco2)S(C)(=O)=O)c(OC)c1 | 3 | 1 | 23 | -15 | -1.0 | -4 | -10 | -1 | 6
CCn1c(SCC(=O)O)nnc1-c1cccnc1 | 3 | -2 | 1 | -4 | -0.7 | 0 | -9 | 3 | -4
CCOc1ccc(-n2c(Cc3cc(=O)[nH]c(=O)[nH]3)nnc2SCC(N)=O)cc1 | -4 | 4 | 4 | -5 | 0.4 | 0 | -7 | -2 | 11
COc1ccc(NC(=O)CSc2c(C)n[nH]c2C)cc1 | 3 | 5 | -5 | -8 | -0.2 | -2 | -8 | 2 | -2
COc1ccc(Cl)cc1NC(=O)CN1c2ccccc2CC1C (configuration not stated) | 8 | -1 | -4 | -25 | 3.3 | 8 | -2 | -3 | -5
CC(C)OC(=O)Nc1ccc2c(c1)N(C(=O)CCN1CCN(CCO)CC1)c1ccccc1CC2 | 3 | 4 | 9 | 2 | -0.1 | 3 | 2 | -1 | 0
Cc1ccc(C(=O)N/N=C/c2ccc(-c3cccc(Cl)c3)o2)cn1 | 0 | -2 | -29 | 4 | 0.3 | / | -10 | 2 | -27
NS(=O)(=O)c1ccc(N/C=C\C(=O)c2cccc3ccccc23)cc1 | 9 | 1 | -6 | -12 | -1.0 | 5 | -10 | 3 | -3
Cc1ccc(OCCCCNC(C)(C)C)c([N+](=O)[O-])c1 | 5 | 2 | 5 | -28 | 2.2 | 6 | -5 | 0 | -1
Cc1ccsc1C(=O)OCC(=O)Nc1c(C)n(C)n(-c2ccccc2)c1=O | 2 | 1 | -3 | -11 | -0.2 | -8 | -9 | 2 | 0
CCOC(=O)c1cccnc1SCc1cc(=O)n2ccccc2n1 | 4 | -2 | 15 | 7 | -0.2 | -1 | -8 | -4 | 10
CCS(=O)(=O)N1CCC(C(=O)NCC2CCCO2)CC1 (configuration not stated) | 2 | -2 | 10 | -1 | -0.9 | -2 | 0 | -1 | -6
COc1ccc2cc(C3(C)NC(=O)N(CC(=O)NCCC4=CCCCC4)C3=O)ccc2c1 (configuration not stated) | 3 | -2 | 15 | 9 | -2.5 | 1 | 2 | -2 | 13
COc1ccc(C(=O)NCC(c2ccc(F)cc2)N2CCOCC2)cc1S(=O)(=O)N1CCCC1 (configuration not stated) | 2 | 0 | 11 | 13 | 0.5 | 1 | -4 | 3 | 0
COc1cc(NC(=S)Nc2cccnc2)cc(OC)c1 | 4 | 23 | -1 | -7 | -1.7 | -1 | -3 | 1 | -4
CN(C)CCCN(C(=O)c1ccc(Br)s1)c1nc2cc3c(cc2s1)OCO3 | 9 | 0 | 31 | -4 | 0.7 | 8 | 5 | 1 | 43*
Cc1oc(-c2ccccc2)nc1C(=O)Nc1nccs1 | 2 | 0 | -3 | 1 | -0.6 | 2 | -4 | -2 | 0
CC(=O)Nc1ccc(NC(=O)c2ccc(Cl)nc2)cc1 | 3 | 2 | -1 | -17 | 0.2 | / | -3 | -4 | -24
O=C(c1cccc(NS(=O)(=O)c2ccc(F)c(F)c2)c1)N1CCN(C(c2ccccc2)c2ccccc2)CC1 | 6 | 1 | -7 | -15 | 5.7 | -1 | 1 | 1 | -2
CCOC(=O)c1c(C)n(C)c2cc(Br)c(OC)cc12 | 3 | -5 | -14 | -2 | 0.1 | 8 | -7 | 3 | -9
CCCNC(=O)NCCc1ccncc1 | 6 | 2 | -9 | -7 | -1.2 | 1 | 5 | 2 | -4
